# Assay outcomes as filed in PubChem BioAssay.
# MEP2 TOR yeast: modulators of MEP2-GFP levels in yeast, primary screen, S. cerevisiae, multiplex flow cytometry, MLPCN library; actives 0.51% (n = 330,000); GFP response vs DMSO, % at 10 µM; S. cerevisiae MEP2-GFP strain, 3 h; 100% = DMSO control level;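 active means GFP response versus DMSO above a set limit, roughly screen mean plus 3 SD, cut at about 180% in these data; inconclusive means fewer than 70 cells counted for a yeast strain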;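 further: median GFP fluorescence of the barcode-gated MEP2-GFP cells per well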
# procasp3 activ: activators of human procaspase-3 D3A mutant, primary screen, biochemical, absorbance, PC-3 D3A mutant, single concentration | activation, % at 8.5 µM | actives 0.11% (n = 330,000) | recombinant procaspase-3 D3A, Ac-DEVD-pNA absorbance 405 nm | Caspase-3 (Homo sapiens), P42574 | AID 463141, 2010;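 active means activation above the mean of all tested compounds plus 3 SD, cut at about 21% in these data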;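 further: 0% = DMSO alone and 100% = DMSO wells spiked with extra 5 µM PC-3 D3A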
# Target sequence (P42574 whole entry D9A/D28A/D175A): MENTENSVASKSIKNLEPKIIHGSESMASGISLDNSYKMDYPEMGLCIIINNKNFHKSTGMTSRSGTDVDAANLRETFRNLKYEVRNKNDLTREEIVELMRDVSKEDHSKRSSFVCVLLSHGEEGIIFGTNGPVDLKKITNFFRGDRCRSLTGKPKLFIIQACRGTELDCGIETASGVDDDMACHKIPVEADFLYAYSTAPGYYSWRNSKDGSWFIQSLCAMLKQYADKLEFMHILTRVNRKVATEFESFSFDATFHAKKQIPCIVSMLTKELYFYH
#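 Test system: Procaspase-3 D3A mutant; medium: Zinc-free HEPES/NaCl buffer with 0.01% Triton X-100 at pH 7.4; reagent: DEVD-pNA substrate; doses: one concentration, 8.5 µM nominal, 0.8% DMSO; times: 1 h preincubation plus 2 h reaction at 25 °C; signal: Epi-absorbance at 405 nm of released p-nitroaniline, 0 and 120 min; replicates: singlicate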
# proCasp7 act: procaspase-7 activators, primary screen, counter-screen for procaspase-3 activator project, biochemical, absorbance, HTS, human; actives 0.093% (n = 330,000); AID 463210, 2010; activation, % at 8.5 µM; recombinant procaspase-7, Ac-DEVD-pNA absorbance 405 nm; D23A/D198A/D206A triple mutant, cannot self-cleave; scale: DMSO 0, 5 µM enzyme 100;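 active means percent activation above the screen-wide mean plus 3 SD, cut at about 25% in these data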
#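 Detection: p-Nitroaniline absorbance at 405 nm, read at 0 and 120 min; system: Uncleavable procaspase-7 mutant enzyme; evaluation: % activation from two-timepoint absorbance difference, scaled to controls; times: 1 h enzyme–compound preincubation and 2 h substrate reaction, both 25 °C; buffer or medium: Zinc-free HEPES pH 7.4 with 300 mM NaCl, 0.01% Triton X-100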
# Yeast superoxide: reduction of superoxide in aged yeast, primary screen, HTS; actives 0.18% (n = 330,000); AID 2690, 2010; superoxide response (% of plate mean), % at 10 µM; S. cerevisiae aged cells, superoxide DHE fluorescence; hits give low values;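 active means superoxide response under a set limit, about three screen SD below normal, cut at about 65% in these data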;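 further: yeast aged for seven days with compound at 30 °C before DHE staining; 100% = average MFI of all compound-treated wells on the plate with controls excluded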
# RPL19A-GFP yeast: RPL19A-GFP expression modulators in yeast, primary screen, cell-based, S. cerevisiae, multiplex flow cytometry, MLPCN | S. cerevisiae RPL19A-GFP strain, 3 h; hits give low values | actives 0.3% (n = 330,000) | percent response vs DMSO, % at 10 µM;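 active means percent response vs DMSO below 50%; inconclusive means fewer than 70 events counted for the yeast strain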;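 further: median channel GFP fluorescence of the barcoded RPL19A-GFP strain; ratio of sample median GFP to plate DMSO average so 100% = DMSO; lower means less RPL19A-GFP as with rapamycin TOR inhibition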
# AHR activator: AHR activators, primary screen, cell-based, luminescence, luciferase reporter, human | actives 2.5% (n = 320,000) | AID 2796, 2010 | activation, % at 5 µM | AHR-responsive luciferase reporter cells | Aryl hydrocarbon receptor (Homo sapiens), P35869; in the data active means activation above about 47%;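 further: 0% = vehicle wells and 100% = reference agonist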
# JMJD2C inh: inhibitors of GASC-1 histone demethylase, primary screen, biochemical, fluorescence, DELFIA europium; GST-JMJD2C(1-420) H3K9me3 demethylation; inhibition, % at 2.35 µM; actives 0.069% (n = 330,000); AID 2099, 2009;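 active means more than half of a compound's replicate wells show inhibition beyond 50%, single wells judged on their own value; inconclusive means some, but no more than half, of replicates pass 50% inhibition; inactive means no replicate passes 50% inhibition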;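 further: signal counts dimethyl H3K9 product captured on neutravidin plate; 0% = median of DMSO wells and 100% = 0.3 times that DMSO median; strong numbers were not always called active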
# Target sequence (Q9H3R0 1-420 limits assumed): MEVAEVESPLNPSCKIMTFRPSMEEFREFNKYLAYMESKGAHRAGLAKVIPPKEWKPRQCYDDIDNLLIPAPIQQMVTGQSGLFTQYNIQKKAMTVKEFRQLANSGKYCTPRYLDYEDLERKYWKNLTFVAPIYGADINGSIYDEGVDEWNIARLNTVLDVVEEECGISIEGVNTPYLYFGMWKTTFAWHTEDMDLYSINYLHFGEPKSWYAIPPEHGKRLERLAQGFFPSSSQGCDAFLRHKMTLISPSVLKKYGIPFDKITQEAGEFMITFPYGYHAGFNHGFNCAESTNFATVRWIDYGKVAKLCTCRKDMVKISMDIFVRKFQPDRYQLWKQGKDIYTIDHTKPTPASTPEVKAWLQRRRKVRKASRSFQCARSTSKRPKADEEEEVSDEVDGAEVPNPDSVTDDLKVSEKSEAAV
# LAP4-GFP MLPCN: modulators of LAP4-GFP expression in yeast, primary screen, S. cerevisiae, multiplex flow cytometry, MLPCN library; actives 0.34% (n = 320,000); AID 2023, 2009; 3 h; median GFP as percent of DMSO wells; GFP response vs DMSO, % at 10 µM;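 active means GFP response vs DMSO above a set limit, about the screen mean plus 3 SD, cut at about 150% in these data; inconclusive means under 70 cell events counted for the yeast strain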
# Numbers without * were called inactive; ? = inconclusive; nt = not tested or not shown.
1. CCCN(CC(=O)Nc1ccccc1C)C(=O)Cc1n[nH]c(=O)c2ccccc12
2. Cc1ccc(C2CC2C(=O)NNC(=S)Nc2cccc(C)c2)cc1 (stereo not given)
3. CCCC(=O)NC(c1ccco1)c1cc(Cl)c2cccnc2c1O (stereo not given)
4. COc1ccc(-c2ccc3c(=O)cc(-c4ccsc4)oc3c2)cn1
5. Cc1ccn2c(=O)nc(SCC(=O)NCc3ccco3)nc2c1
6. COc1ccc(N(C(=O)c2ccccc2OC)C2C=CS(=O)(=O)C2)c(OC)c1 (stereo not given)
7. Cc1cccc[n+]1CC(=O)c1ccc2c(c1)OCCO2
8. CC(=O)Nc1ccc(SCC(=O)OCC(=O)NC(=O)NCCC(C)C)cc1
entry no.,1,2,3,4,5,6,7,8
MEP2 TOR yeast,99,99,98,97,100,104,99,86
procasp3 activ,9,0,-23,-5,-9,-1,2,-4
proCasp7 act,2,-6,-34,-9,-13,-2,0,-1
Yeast superoxide,95,86,108,99,105,118,90,103
RPL19A-GFP yeast,97,104,95,88,93,101,104,93
AHR activator,2,4,8,13,0,5,2,0
JMJD2C inh,-7,-4,-12,-17,5,96,-2,-4
LAP4-GFP MLPCN,98,111,97,94,86,99,102,91

9. CCC(=O)OC1(C)C(=O)C=C2C=C(c3ccsc3)OC=C2C1=O (stereo not given)
10. CCOC(=O)N1CCN(C2=Nc3cccc4cccc2c34)CC1
11. CCN1CCN(C(=S)c2ccc(SC)cc2)CC1
12. COC(=O)C[C@H]1c2cc(C(F)(F)F)ccc2S(=O)(=O)N1C1CCCCC1
13. C(#Cc1ccccc1)CN1CCCCC1
14. CCc1nnc(NC(=O)C2Cc3ccccc3CN2S(=O)(=O)c2ccc(C)cc2)s1 (stereo not given)
15. CN(C(=O)COC(=O)c1ccc2c(=O)n3c(nc2c1)CCC3)c1ccccc1
16. CC(=O)Nc1ccc(NC(=O)CC(c2ccccc2)c2ccccc2)cc1
entry no.,9,10,11,12,13,14,15,16
MEP2 TOR yeast,99,104,103,90,106,96,105,104
procasp3 activ,-7,-8,7,7,-3,3,1,6
proCasp7 act,1,-3,-8,5,5,-8,3,6
Yeast superoxide,98,90,89,94,137,108,91,90
RPL19A-GFP yeast,94,101,100,102,110,95,104,99
AHR activator,8,-3,0,-2,4,11,1,-1
JMJD2C inh,12,0,5,7,-7,-45,-6,?
LAP4-GFP MLPCN,109,102,102,140,100,94,100,104

17. OCCNc1ncnc2ccc(Br)cc12
18. Cc1ccc(C)c(Cn2nnc3c(=O)[nH]c(C4CCCN(C(=O)c5ccco5)C4)nc32)c1 (stereo not given)
19. NC(=O)COC(=O)c1ccccc1OCc1ccc(Cl)cc1
20. COc1ccc(C(CNC(=O)CSc2ccc(Br)cc2C)N2CCOCC2)cc1 (stereo not given)
21. O=C(c1ccc(N2CCCCC2)c([N+](=O)[O-])c1)N(Cc1ccccc1)c1ccccn1
22. CCOCCOC(=O)COc1ccc2c(-c3ccccc3)cc(=O)oc2c1
23. O=C(Cn1ncc2c1-c1ccccc1OC2)N1CCN(Cc2ccccc2)CC1
24. COCCCNc1nc2ccccc2nc1NS(=O)(=O)c1ccc(OC)cc1
entry no.,17,18,19,20,21,22,23,24
MEP2 TOR yeast,119,98,85,103,99,92,96,105
procasp3 activ,-10,-2,-2,0,-3,-3,-14,1
proCasp7 act,17,0,0,13,2,2,2,2
Yeast superoxide,93,103,101,87,102,97,93,87
RPL19A-GFP yeast,96,102,88,106,99,108,98,102
AHR activator,5,1,0,3,1,-1,1,7
JMJD2C inh,1,1,12,-113,7,0,5,29
LAP4-GFP MLPCN,104,96,95,100,96,94,96,96

25. CCCCc1cc(=O)oc2cc(O)cc(O)c12
26. CCn1nnnc1SCC(=O)Nc1nc(-c2cccs2)cs1
27. CSc1ccc(-c2nc(CSCC(=O)NCCCN3CCOCC3)c(C)o2)cc1
28. Oc1cccnc1SCc1ccccc1
29. CCCCc1ccc(NC(=S)NCc2ccc(OC)cc2)cc1
30. Cn1c(C(O)c2ccccc2)nc(Cl)c1Cl (stereo not given)
entry no.,25,26,27,28,29,30
MEP2 TOR yeast,89,85,95,95,98,93
procasp3 activ,20,5,6,8,0,4
proCasp7 act,21,2,3,-6,-7,-4
Yeast superoxide,93,115,98,107,119,93
RPL19A-GFP yeast,98,92,97,100,98,94
AHR activator,10,26,1,5,1,-1
JMJD2C inh,-2,11,4,5,-1,-2
LAP4-GFP MLPCN,100,90,nt,140,96,100

# Values by screen from the entries so far.
# Entries 25 to 30 in procasp3 activ, in turn: 20, 5, 6, 8, 0, 4

# Rewritten with tabs: entries from further up.
cpd	SMILES	MEP2 TOR yeast	procasp3 activ	proCasp7 act	Yeast superoxide	RPL19A-GFP yeast	AHR activator	JMJD2C inh	LAP4-GFP MLPCN
1	CCCN(CC(=O)Nc1ccccc1C)C(=O)Cc1n[nH]c(=O)c2ccccc12	99	9	2	95	97	2	-7	98
2	Cc1ccc(C2CC2C(=O)NNC(=S)Nc2cccc(C)c2)cc1 (stereo not given)	99	0	-6	86	104	4	-4	111
3	CCCC(=O)NC(c1ccco1)c1cc(Cl)c2cccnc2c1O (stereo not given)	98	-23	-34	108	95	8	-12	97
4	COc1ccc(-c2ccc3c(=O)cc(-c4ccsc4)oc3c2)cn1	97	-5	-9	99	88	13	-17	94
5	Cc1ccn2c(=O)nc(SCC(=O)NCc3ccco3)nc2c1	100	-9	-13	105	93	0	5	86
6	COc1ccc(N(C(=O)c2ccccc2OC)C2C=CS(=O)(=O)C2)c(OC)c1 (stereo not given)	104	-1	-2	118	101	5	96	99
7	Cc1cccc[n+]1CC(=O)c1ccc2c(c1)OCCO2	99	2	0	90	104	2	-2	102
8	CC(=O)Nc1ccc(SCC(=O)OCC(=O)NC(=O)NCCC(C)C)cc1	86	-4	-1	103	93	0	-4	91
9	CCC(=O)OC1(C)C(=O)C=C2C=C(c3ccsc3)OC=C2C1=O (stereo not given)	99	-7	1	98	94	8	12	109
10	CCOC(=O)N1CCN(C2=Nc3cccc4cccc2c34)CC1	104	-8	-3	90	101	-3	0	102
11	CCN1CCN(C(=S)c2ccc(SC)cc2)CC1	103	7	-8	89	100	0	5	102
12	COC(=O)C[C@H]1c2cc(C(F)(F)F)ccc2S(=O)(=O)N1C1CCCCC1	90	7	5	94	102	-2	7	140
13	C(#Cc1ccccc1)CN1CCCCC1	106	-3	5	137	110	4	-7	100
14	CCc1nnc(NC(=O)C2Cc3ccccc3CN2S(=O)(=O)c2ccc(C)cc2)s1 (stereo not given)	96	3	-8	108	95	11	-45	94
